Screens deposited in PubChem BioAssay by Fisher Drug Discovery Resource Center.
hcGAS lum: Primary biochemical luminescence assay for human cyclic GMP-AMP synthase inhibitors | hit rate 0.081% among 290,000 | inhibition, % at 12.5 µM | AID 1259398, 2018 | Q8N884 | recombinant h-cGAS, ATP depletion, Kinase-Glo luminescence;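 note: 0% = vehicle reaction and 100% = reaction without DNA for no activity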
Target sequence (Q8N884 whole entry, looked up): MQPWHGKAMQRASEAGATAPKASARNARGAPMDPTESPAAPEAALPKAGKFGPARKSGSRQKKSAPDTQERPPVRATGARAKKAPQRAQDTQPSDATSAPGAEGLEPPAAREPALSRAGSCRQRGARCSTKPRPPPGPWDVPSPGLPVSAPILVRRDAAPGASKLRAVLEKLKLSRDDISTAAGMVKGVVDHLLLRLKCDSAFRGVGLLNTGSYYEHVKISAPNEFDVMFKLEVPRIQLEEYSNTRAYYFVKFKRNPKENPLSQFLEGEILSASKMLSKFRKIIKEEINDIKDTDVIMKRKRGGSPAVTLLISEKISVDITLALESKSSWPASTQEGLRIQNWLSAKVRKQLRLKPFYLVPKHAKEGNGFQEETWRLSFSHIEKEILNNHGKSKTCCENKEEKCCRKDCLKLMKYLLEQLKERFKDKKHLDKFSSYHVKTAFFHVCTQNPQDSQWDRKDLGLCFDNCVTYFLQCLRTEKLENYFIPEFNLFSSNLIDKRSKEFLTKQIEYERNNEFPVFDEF
NPYLR7 agonist: agonists of mosquito NPYLR7 receptor, primary screen, cell-based, Aedes aegypti, calcium fluorescence, mosquito biting behavior | Aedes aegypti neuropeptide Y-like receptor 7 (NPYLR7) | HEK293T NPYLR7/Galpha15, GCaMP6s calcium fluorescence | activation, % at 10 µM | hit rate 0.15% among 270,000 | AID 1259423, 2018; in the data active = activation above about 40%;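 note: 0% = vehicle and 100% = reference agonist at the receptor; some compounds past the cut are filed as inactive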
mcGAS inh: cyclic GMP-AMP synthase inhibitors, mouse, primary biochemical chemiluminescence | recombinant cGAS, Kinase-Glo ATP depletion luminescence | inhibition, % at 12.5 µM | hit rate 0.15% among 160,000 | AID 1259399, 2018;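 note: 0% = negative control wells and 100% = reference inhibitor with no enzyme activity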
Starred values were filed as active, the others as inactive; · = not tested or not shown; & = joins results of further samples. Cut-off read from the data, not from the text of the source, unless noted: active = inhibition above about 40%; inactive = the rest.

Each structure is followed by: hcGAS lum	NPYLR7 agonist	mcGAS inh
1. COc1ccc(CC2CCCN2C(=O)c2c(O)cc(F)cc2F)cc1 (stereo not given)
    -2	4	·
2. c1ccc2c(c1)CCN(C1CCCN(Cc3ccc4c(c3)CCO4)C1)C2 (stereo not given)
    -8	·	-10
3. O=C(CN(Cc1ccco1)C(=O)c1cccc(C(F)(F)F)c1)Nc1cc(-c2ccccc2)nn1-c1ccccc1
    -12	·	-11
4. COC(=O)C(C)C(NCc1ccncc1Cl)c1ccccc1 (stereo not given)
    -10	-3	-12
5. CCCCn1c(C(=O)Nc2ccc3c(c2)OCO3)cc2c(=O)n(C)c(=O)n(C)c21
    -7	-2	-8
6. O=C(N[C@H]1C[C@H]2C(=O)NCC(=O)N2C1)c1ccc2[nH]c3c(c2c1)CCCC3
    -3	4	·
7. Cc1ccc(CNC(=O)C2CC(=O)N(Cc3ccco3)C2)c(C)c1 (stereo not given)
    -8	8	·
8. NC(=O)c1cccnc1N1CCN(c2nccc(CCC(F)(F)F)n2)CC1
    -4	8	·
9. Cc1ccc(Nc2nc(NCc3ccco3)nc3nccnc23)cc1
    -1	3	·
10. C=CCC(O)(CC=C)CNC(=O)CCc1nnc(Cc2cccc(C)c2)o1
    -3	5	-4
11. COc1ccc(-c2csc(=Nc3cc(OC)cc(OC)c3)n2NC(=O)C(C)Oc2ccc(Cl)cc2C)cc1 (stereo not given)
    -9	-8	·
12. COc1ccc(CCNC(=O)CCN2C(=O)c3ccccc3C2=O)cc1OC
    -1	7	-4
13. COc1ccc(-n2nnc3c(N4CCN(C(=O)c5cc6ccccc6o5)CC4)ncnc32)cc1
    0	-7	-2
14. COc1cccc(-n2ncc3c2C(CC(C)C)N(CC(=O)OC(C)(C)C)C3=O)c1 (stereo not given)
    -5	16	·
15. COc1ccccc1C(=O)Oc1ccccc1-c1nc2cc(C)ccn2c1NCc1ccccc1
    -2	3	1
16. CCCC(=O)N1CCN(c2ccc(NC(=O)c3ccc4c(c3)OCO4)cc2Cl)CC1
    -5	-4	-4
17. Cc1c(C)n2c3c(=O)n(C)c(=O)n(C)c3nc2n1-c1ccc(O)cc1
    -4	0	-5
18. Clc1ccc(CCN2CN(Cc3ccccc3)c3nc4ccccc4n3C2)c(Cl)c1
    -6	-1	·
19. O=C(NCC(=O)N1CCc2ccccc2C1)C1CC1(c1ccccc1)c1ccccc1 (stereo not given)
    -5	-6	-2
20. CSc1ccc2c(c1)C(N1CCN(C)CC1)Cc1ccccc1S2 (stereo not given)
    -1&-5&-2&-6	-5&-5&0	-4&-4
21. O=C1Cc2cc(Nc3ncncc3Br)ccc2N1
    -6	-1	·
22. COC(=O)c1cccc(CC2(C)C(=O)Nc3ccc(-c4ccco4)cc32)c1 (stereo not given)
    1	0	-1
23. O=C(Nc1ccc(F)cc1)N1CCC(C(O)c2ccccc2)CC1 (stereo not given)
    -10	3	·
24. O=C(CN1C(=O)c2ccccc2C1=O)N=C1NC(=O)CS1
    6	-10	2
25. COc1c(C)cnc(CSc2nnnn2CC(F)(F)F)c1C
    6	-11	·
26. Cc1cc2nc(N(CCN3CCOCC3)C(=O)C3COc4ccccc4O3)sc2cc1C (stereo not given)
    -12	10	·
27. NS(=O)(=O)c1ccc(-n2cccc2/C=C2/C(=O)NN(c3ccc(Br)cc3)C2=O)cc1
    -6	1	6
28. O=C(Nc1ccccc1C(=O)N1CC=C(c2ccccc2)CC1)c1ccco1
    -1	9	·
29. O=C(c1cc(CN2CCC(O)CC2)on1)N1CCc2sccc2C1
    -8	9	·
30. COc1ccc(C2C(C(=O)OC(C)C)=C(C)N=c3sc(=Cc4cccnc4)c(=O)n32)cc1 (stereo not given)
    -2	13	-7
31. O=C(c1cnc(NCC2COc3ccccc3C2)c(Cl)c1)N1CCCCC1 (stereo not given)
    -3	1	·
32. CC(Sc1nc2ccccc2c(=O)n1C)C(=O)c1c[nH]c2ccccc12 (stereo not given)
    4	-4	·
33. Cc1cc(C)n(-c2cccc(-c3ncccc3NC(=O)C(C)C)c2)n1
    3	4	·
34. COc1ccc(-n2ncc3c2CC(C)(C)CC3NC(=O)c2cc3ncccn3n2)cc1 (stereo not given)
    -1	2	·
35. CCc1cccc2c(C(CC(=O)NCc3ccco3)c3cccc(OC)c3)c[nH]c12 (stereo not given)
    -7	11	-4
36. CC1(C(=O)NCc2cccnc2)CCN1CC1CCCCC1 (stereo not given)
    -2	4	·
37. CN(C)C1CCCN(C(=O)Cc2ccc(O)c(F)c2)CC1 (stereo not given)
    1	6	-14
38. COC(=O)C1C(c2ccc(N(C)C)cc2)c2c([nH][nH]c2=O)CC1(C)O (stereo not given)
    -6	-1	-7
39. Cc1cc(C(=O)CN2C(=O)C(=O)N(Cc3ccco3)C2=O)c(C)n1Cc1cccs1
    2	-1	·
40. CCOC(=O)C1(C)CCN1C(=O)Cc1ccc(OC)c(OC)c1 (stereo not given)
    6	-4	·
41. O=C(Nc1ncccc1-c1nc2ccccc2o1)c1ccc(Cl)c(Cl)c1
    -8	6	-8
42. Cc1cccnc1C1=NOC(C)C(=O)N1CCCc1ccccc1 (stereo not given)
    4	-5	·
43. c1csc(-c2noc(CSc3nnc(-c4c[nH]c5ccccc45)o3)n2)c1
    -2	9	·
44. CCc1ccccc1NC(=O)N1CCC2(CC1)C(=O)NCCN2C
    -5	11	·
45. CC(Cn1ccnc1)NS(=O)(=O)c1ccccc1 (stereo not given)
    -5	3	·
46. CC(C)CN(c1cccc(O)c1)S(=O)(=O)c1ccc2[nH]c(=O)oc2c1
    -4	3	·
47. CCc1nc2ccc(C(=O)NC(C)(C)C)cn2c1N(C)CCCc1ccccc1
    -4	13	-2
48. CC(Cn1cccn1)C(=O)N1CCN(C)C2(CCN(C)CC2)C1 (stereo not given)
    -5	4	·
49. CCn1c(-c2nccn2-c2ccc3n[nH]nc3c2)nc2ccccc21
    -4	8	·
50. Cc1cccc(CSC2=NCCN2S(C)(=O)=O)c1
    0	1	-1
51. CC(=O)Nc1ccc(Sc2cc(NCc3cccnc3)ncn2)cc1
    3	-5	·
52. CCN(CC)C(=O)C1CCCN(C(=O)c2cn(CCN3CCCCC3)nn2)C1 (stereo not given)
    -6	1	·
53. CCc1cccc2c(C(=O)CSc3nnc(-c4cccnc4)o3)c[nH]c12
    -13	8	·
54. CC(=O)NCCC(=O)N(Cc1ccccc1F)c1ccc(F)cc1
    5	5	·
55. CN(Cc1ccccc1O)C(=O)CSc1nnc(N)s1
    -7	-1	-11
56. COc1ccc(N(CCC(N)=O)CC(=O)N(C(C)C)C(C)C)cc1
    6	-3	·
57. CC(CSc1nc2ccccc2o1)Cn1c(N2CCOCC2)nc2c1c(=O)[nH]c(=O)n2C (stereo not given)
    -10	13	·
58. CC(C)C(NS(=O)(=O)c1ccc(Br)s1)C(=O)O (stereo not given)
    -2	13	·
59. C/C=C/Cc1nnc(C(=O)N2CCCC(CO)(CC(C)C)C2)o1 (stereo not given)
    2	-3	·
60. CN1[C@@H](CCC(=O)N2CCc3ccccc32)CNC(=O)[C@@H]2[C@H]1CCN2Cc1ccc(C(=O)O)cc1
    -6	-11	-7

Further results
Each structure is followed by: hcGAS lum	NPYLR7 agonist	mcGAS inh
61. COc1cccc(-c2cnc(-c3cccc(CNC(=O)c4ccc(N(C)C)cc4)c3)[nH]2)c1
    -4	-4	-4
62. C1CCC(CN2CCc3nc(N4CCCCC4)nc(N4CCCC4)c3C2)CC1
    8	·	-1
63. COC(=O)CCC(C)(C)NC(=O)c1csc(C)n1
    4	-1	·
64. CC(C)NC(=O)C1(C)CCN1C(=O)C/C=C/c1ccccc1 (stereo not given)
    -7	14	-4
65. CCOCCCN(CC(=O)N1CCc2sccc2C1c1ccccc1)C(=O)c1ccc(Cl)c(Cl)c1 (stereo not given)
    -9	-4	-4
66. Clc1ccc(-c2nccn2CCC2CCCCO2)cc1 (stereo not given)
    -5	1	-24
67. COc1ccccc1CCNC(=O)C(=O)Nc1ccc2c(c1)N(C(=O)C(C)C)CCC2
    -5	12	·
68. Cc1ccc2c(c1)c(CNS(=O)(=O)NCc1ccccc1)nn2C
    -7	2	·
69. CC1CN(c2cc(Oc3ccc(Cl)cc3F)ncn2)CCN1C(=O)C1CCC1 (stereo not given)
    -8	7	-5
70. CCN(C/C=C/c1ccccc1)C(=O)c1ccc(C#CC(C)(C)O)cc1
    -2	3	-15
71. Cc1nc(SCc2cccc(C(=O)Nc3ccc(F)cc3)c2)nc(N2CCN(Cc3ccccc3)CC2)c1C
    -1	-1	-1
72. Cc1cc(-n2ccnc2)n2nc(C)c(-c3ccc(Cl)cc3)c2n1
    -9	-1	-10
73. CC1(C(=O)NCc2cccs2)CCN1C(=O)Cc1ccsc1 (stereo not given)
    -7	10	-4
74. Cc1ccc2c(=O)c(C(=O)c3ccccc3)coc2c1
    -7	10	-6
75. CCc1[nH]c2c(CNC(=O)CCn3ccc(=O)[nH]c3=O)cc(C)cc2c1C
    -3	·	-12
76. CCC(CNS(=O)(=O)N1CCS(=O)(=O)CC1)c1ccccc1 (stereo not given)
    -9	-1	·
77. CCS(=O)(=O)Nc1cccc(C(=O)NC23CC4CC(CC(C4)C2)C3)c1
    2	7	·
78. Cc1ncsc1C(=O)N1CC[C@@H](c2ccc3ccccc3c2)[C@H](O)C1
    -4	5	·
79. O=C(O)c1cc2n(n1)CCN(C1CCN(Cc3ccccc3)CC1)C2
    -6	·	-12
80. COC(=O)[C@@H]1CCCN1Cc1c(C(=O)N(C)Cc2ccccc2)nc2ccccn12
    -5&-3	0&-10	-6&-4
81. O=S(=O)(c1ccc(OC(F)(F)F)cc1)N1CCC(c2nc(-c3ccccc3F)no2)CC1
    -3	-7	-4
82. O=C1OC(c2ccc(Cl)cc2)=NC1=Cc1cccc(Br)c1
    -8	-2	-1
83. Cc1cc(S(=O)(=O)NCc2ccco2)cc([N+](=O)[O-])c1C
    0	2	-7
84. Cc1ccc(C)c(-n2cc(CN(C)CCc3cn[nH]c3)c(-c3ccccc3)n2)c1
    -4	-3	-4
85. COC(=O)[C@@H]1C[C@@H](NC(=O)c2c(C)nc3sccn23)CN1C
    -1	-9	2
86. CC(C)N1CCNC(=O)C1CC(=O)N1CCc2[nH]c3ccc(Cl)cc3c2C1 (stereo not given)
    0	37	·
87. COc1ccc(OCCNC(=O)c2ccc3nc(C)c(N(C)C(=O)CCc4ccccc4)n3c2)cc1
    -6	20	-2
88. CCc1cc(C(=O)N2CCCC(CCC(=O)NCc3cccc(OC)c3)C2)no1 (stereo not given)
    -4	5	·
89. CN(Cc1nccn1Cc1ccccc1)C(=O)c1cccc2ccnn12
    -6	0	-16
90. CC(NC(=O)CCCc1nc2ccccc2s1)c1ccc(Br)cc1 (stereo not given)
    6	1	-1
91. O=C(c1ccc(Cl)cc1)N1CCc2c(sc3[nH]c(=O)n(Cc4ccccc4)c(=O)c23)C1
    -9	9	-5
92. COC(=O)c1ccc([C@@H]2C[C@H]3CN(Cc4cccc(Cl)c4)C(=O)[C@]34CCCN24)cc1
    -3	1	·
93. O=C(Cc1ccsc1)N1CCc2[nH]nc(-c3ccc4c(c3)OCO4)c2C1
    -6	9	·
94. Cn1ncc2c1CCCC2NCc1cccc(F)c1 (stereo not given)
    -2	-3	·
95. CCOC(=O)c1cccc(NC(=O)CSc2nccn3nc(-c4ccccc4OC)cc23)c1
    -4	-5	-1
96. O=C(c1ccc2c(c1)OCCO2)N(CCCN1CCOCC1)c1nc2c(F)cc(F)cc2s1
    -8	-4	-9
97. CCCCc1nn2c(N)c(C=C3C=CC(=O)C=C3)c(=O)nc2s1
    14	-3	·
98. Cc1ccc(-n2nnc3c(=O)n(CC(=O)N4CC(C)OC(C)C4)cnc32)cc1Cl (stereo not given)
    -9	1	-8
99. O=C1C(=O)N(CCCn2ccnc2)C(c2ccco2)C1=C(O)c1ccc(Cl)cc1 (stereo not given)
    -5	5	-5
100. COC(=O)CCc1c(C)nc2c(c(-c3cccs3)nn2C2CCS(=O)(=O)C2)c1C (stereo not given)
    -7	7	·

Structures listed so far that have a tert-butyl group:
Each structure is followed by: hcGAS lum	NPYLR7 agonist	mcGAS inh
14. COc1cccc(-n2ncc3c2C(CC(C)C)N(CC(=O)OC(C)(C)C)C3=O)c1 (stereo not given)
    -5	16	·
47. CCc1nc2ccc(C(=O)NC(C)(C)C)cn2c1N(C)CCCc1ccccc1
    -4	13	-2

Some of the entries so far, bar-delimited:
cpd | Structure | hcGAS lum | NPYLR7 agonist | mcGAS inh
25 | COc1c(C)cnc(CSc2nnnn2CC(F)(F)F)c1C | 6 | -11 | ·
26 | Cc1cc2nc(N(CCN3CCOCC3)C(=O)C3COc4ccccc4O3)sc2cc1C (stereo not given) | -12 | 10 | ·

Following part:
Each structure is followed by: hcGAS lum	NPYLR7 agonist	mcGAS inh
101. CN(Cc1cn[nH]c1-c1ccccc1)C(=O)[C@H]1C[C@@H]2C=C[C@H]1C2
    -8	-3	-9
102. Cc1cc(NCc2ccccc2)c2nncn2n1
    -3	-1	·
103. COC(=O)CCC(=O)N1CCN(c2nc3nccc(-c4ccc(C5CCCCC5)cc4)n3n2)CC1
    -5	6	-6
104. CC(=O)Nc1cccc(NC(=O)CCCn2nc(-c3ccco3)ccc2=O)c1
    -4	5	-4
105. COCCCn1c(SCc2ccc(C)cc2C)nnc1-c1cc(-c2ccccc2)nc2ccccc12
    -10	-8	-8
106. COc1ccc(NC(=O)Cn2nc(C)c3ccccc3c2=O)cc1
    -3	3	-4
107. COc1ccc(CN(Cc2ccco2)C(=O)C(C)C)cc1OS(=O)(=O)c1ccc(F)cc1
    -4	-5	-3
108. Cc1cccc(-n2cnc(Cl)c2C2SCC(=O)N2CCO)c1 (stereo not given)
    6&3	-1&-2	-3
109. COc1ccc(-c2nc(Nc3ccc(F)cc3)c3ccccc3n2)cc1
    -6	-2	-5
